TLR4 MyD88 comp = inhibitors of TLR4-MyD88 association in cells, primary screen, cell-based, HeLa CL3-4, BLA complementation, FRET ratio; Toll-like receptor 4 (Homo sapiens) + Myeloid differentiation primary response protein …; HeLa CL3-4 TLR4/MyD88 BLA complementation; inhibition, % at 8.4 µM; 0.18% of 200,000 active; AID 861, 2007; in the data active means inhibition above about 25%;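 further: 0% = vehicle and 100% = reference inhibitor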
bIAP act = bovine intestinal alkaline phosphatase activators, primary screen, biochemical, bovine IAP, CDP-star luminescence; 0.17% of 200,000 active; AID 1016, 2008; activation factor at 20 µM; alkaline phosphatase, intestinal [Bos taurus]; purified bovine IAP, 30 min; stronger effect = higher value; fold of DMSO-control signal, blank-subtracted;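 active means activation factor of 2 or more at 20 µM, a signal rise over negative controls twice the positive control's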
Lmaj promast = Leishmania major promastigote growth inhibition, primary screen; Leishmania major promastigotes, resazurin fluorescence viability; inhibition, % at 10 µM; 9% of 200,000 active; in the data active means inhibition above about 50%;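 further: promastigotes grown with compound for 44 hours at 28 °C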
Redox H2O2 prof = compounds producing H2O2 with reducing agent – biochemical, NIH compound library profiling, artefact control for MLSCN library redox annotation, primary screen; DTT-dependent redox cycling H2O2, phenol red/HRP absorbance; 100% = 100 µM peroxide control, 0% = buffer; 0.03% of 200,000 active; activation, % at 10 µM; AID 878, 2007;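 active means activation of at least 50% relative to the plate's high and low controls in the primary single-dose screen; inactive means activation below 50%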;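 further: compound incubated with DTT at 0.8 mM final as the reducing agent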
ROMK primary = ROMK potassium channel modulators, primary screen, cell-based, thallium flux, MLSMR library. ATP-sensitive inward rectifier potassium channel 1 (Homo sapiens), P48048. Tet-inducible ROMK, thallium flux fluorescence; actives lie on both sides. B-score at 10 µM. 2% of 130,000 active. AID 1918, 2009;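 active means signal ratio slope over the read window, or its plate-corrected B-score, at least 3 SD from the plate mean, either direction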;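 further: B-score of the F/F0 ratio slope over 7 to 12 s after thallium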
Target sequence (P48048 whole entry, looked up): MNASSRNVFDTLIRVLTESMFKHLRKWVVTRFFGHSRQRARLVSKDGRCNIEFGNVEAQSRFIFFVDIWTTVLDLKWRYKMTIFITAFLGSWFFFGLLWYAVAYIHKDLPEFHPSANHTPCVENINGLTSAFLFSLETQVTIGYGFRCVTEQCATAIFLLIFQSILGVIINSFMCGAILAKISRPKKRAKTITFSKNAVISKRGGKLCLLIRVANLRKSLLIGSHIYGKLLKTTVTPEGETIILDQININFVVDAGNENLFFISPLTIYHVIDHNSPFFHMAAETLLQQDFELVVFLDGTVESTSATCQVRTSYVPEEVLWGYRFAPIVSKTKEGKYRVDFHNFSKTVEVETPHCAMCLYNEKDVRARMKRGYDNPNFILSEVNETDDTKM
SRC2 TRFRET art = TR-FRET signal artefacts, primary screen, artefact control for PPARgamma SRC-2 agonist project, biochemical; TR-FRET artefact counter-screen; stronger effect = higher value; 0.4% of 200,000 active; TR-FRET ratio at 8 µM; in the data active means TR-FRET ratio above about 2000; further: inactives centre near 1500
PPARg SRC3 recr = PPARgamma agonists recruiting SRC-3 coactivator, primary screen, biochemical. activation, % at 8 µM. biochemical PPARgamma/SRC-3 coactivator recruitment assay. Peroxisome proliferator-activated receptor gamma (Homo sapiens), P37231. 0.26% of 200,000 active; in the data active means activation above about 23%;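 further: 0% = DMSO and 100% = reference agonist; some compounds past the cut are filed as inactive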
S1P3 antag = S1P3 receptor antagonists, primary screen, cell-based; CHO S1P3 NFAT-BLA reporter, FRET fluorescence, antagonist mode; inhibition, % at 4.98 µM; 0.27% of 170,000 active;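 active means inhibition above the plate cutoff, the mean inhibition of test wells on that plate plus 3 SD, cut at about 28% in these data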;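 further: cells challenged with S1P at its EC80 of 0.8 µM; blue over green emission ratio from cleaved BLA substrate after 4 h stimulation; 0% = S1P-stimulated wells and 100% = unstimulated DMSO-only wells; some compounds past the cut are filed as inactive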
Target sequence (Q99500 whole entry, looked up): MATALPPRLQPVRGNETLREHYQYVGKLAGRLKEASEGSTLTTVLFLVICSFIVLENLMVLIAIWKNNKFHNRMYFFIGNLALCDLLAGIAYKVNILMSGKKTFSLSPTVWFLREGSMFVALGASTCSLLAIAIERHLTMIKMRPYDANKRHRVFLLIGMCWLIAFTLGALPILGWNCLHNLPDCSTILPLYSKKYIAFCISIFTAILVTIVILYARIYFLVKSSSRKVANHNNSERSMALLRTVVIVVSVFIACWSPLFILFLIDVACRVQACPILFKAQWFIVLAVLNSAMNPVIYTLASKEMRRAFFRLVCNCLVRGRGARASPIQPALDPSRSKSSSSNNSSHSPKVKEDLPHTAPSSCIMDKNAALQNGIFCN
PPARg SRC-2 ag = agonists of PPARg-SRC-2 recruitment, primary screen, biochemical, HTS; Peroxisome proliferator-activated receptor gamma (Homo sapiens), P37231; activation, % at 8 µM; 0.34% of 200,000 active; PPARgamma LBD-SRC-2 recruitment; in the data active means activation above about 22%;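 further: 0% = vehicle and 100% = reference agonist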
PPARg SRC1 recr = PPARgamma agonists recruiting SRC-1 coactivator, primary screen, biochemical. Peroxisome proliferator-activated receptor gamma (Homo sapiens), P37231. AID 631, 2007. PPARgamma-SRC-1 coactivator recruitment biochemical assay. activation, % at 8 µM. 0.41% of 200,000 active; in the data active means activation above about 19%;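 further: 0% = DMSO and 100% = reference agonist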
bIAP inhibitor = bovine intestinal alkaline phosphatase inhibitors, primary screen, selectivity assay for TNAP inhibitor project, biochemical, bovine IAP, CDP-star luminescence; inhibition, % at 20 µM; purified bovine IAP, 30 min; 190,000 tested, under 10 active; alkaline phosphatase, intestinal [Bos taurus]; AID 1019, 2008;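 active means over 50% inhibition of intestinal alkaline phosphatase at 20 µM in the single-dose screen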
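System: purified bovine intestinal alkaline phosphatase (IAP) enzyme; Input: IAP diluted 1/65,000,000 in the well; Measured by: CDP-star luminescence signal; Compound dosing: 20 µM single dose; Incubation: 30 min reaction at room temperature.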
Numbers without * were called inactive; . = not tested or not shown.

molecule | TLR4 MyD88 comp | bIAP act | Lmaj promast | Redox H2O2 prof | ROMK primary | SRC2 TRFRET art | PPARg SRC3 recr | S1P3 antag | PPARg SRC-2 ag | PPARg SRC1 recr | bIAP inhibitor
CCOC(=O)CS(=O)(=O)c1ccc(O)cc1 | -3.1 | 1.3 | -2.5 | 0.8 | 0.219 | 1582 | 2.8 | 5.2 | -0.3 | 20.6* | -26.9
Cc1csc(NC(=O)CSc2nnc(-c3ccc(Cl)cc3)n2N)n1 | 10.7 | 1 | -4.5 | -0.8 | -1.22 | 1514 | -4.8 | . | 3.6 | -1.5 | 4.5
CNc1nnc(-c2cc3cc(Cl)ccc3oc2=O)s1 | 12.2 | 0.7 | 24.9 | 1.1 | -2.23 | 1359 | -2.4 | . | -6.7 | -7.3 | 34.8
Cc1ccc(OCCn2c(NC(=O)c3ccco3)nc3ccccc32)cc1 | -5.0 | 0.9 | 27.4 | 2.3 | 0.147 | 1612 | -1.9 | 8.4 | -8.0 | -5.8 | 12.5
COC(=O)c1ccc(C(C(=O)NC2CCCCC2)N(C(=O)Cc2cccs2)C2CC2)cc1 (stereo not drawn) | 5.2 | 1.1 | -3.9 | 2.6 | . | 1661 | -5.8 | . | 5.2 | -2.5 | -5.8
COc1cc(CN2CCN(c3ccccc3F)CC2)c([N+](=O)[O-])cc1OC | 18.0 | 0.9 | 42.0 | 0.4 | -0.181 | 1472 | -2.4 | -5.5 | -5.4 | -4.0 | 5.1
COc1ccc(-c2[nH]ncc2CNCCn2cccn2)c(F)c1 | -10.5 | 1 | -5.2 | 0.7 | 1.09 | 1807 | 1.8 | 12.6 | -0.1 | 12.3 | 2.7
CCOP(=O)(OCC)c1nc(-c2ccc(F)cc2)oc1NCc1ccccc1 | -3.9 | 1.1 | 11.1 | -0.3 | . | 1606 | 1.0 | 5.8 | 6.9 | -1.8 | -13.9

Whole records, looked up by structure. Order of screens: TLR4 MyD88 comp | bIAP act | Lmaj promast | Redox H2O2 prof | ROMK primary | SRC2 TRFRET art | PPARg SRC3 recr | S1P3 antag | PPARg SRC-2 ag | PPARg SRC1 recr | bIAP inhibitor
`CCOC(=O)CS(=O)(=O)c1ccc(O)cc1` as listed: -3.1 | 1.3 | -2.5 | 0.8 | 0.219 | 1582 | 2.8 | 5.2 | -0.3 | 20.6* | -26.9
`CCOP(=O)(OCC)c1nc(-c2ccc(F)cc2)oc1NCc1ccccc1` as listed: -3.9 | 1.1 | 11.1 | -0.3 | . | 1606 | 1.0 | 5.8 | 6.9 | -1.8 | -13.9

Next records follow.
molecule | TLR4 MyD88 comp | bIAP act | Lmaj promast | Redox H2O2 prof | ROMK primary | SRC2 TRFRET art | PPARg SRC3 recr | S1P3 antag | PPARg SRC-2 ag | PPARg SRC1 recr | bIAP inhibitor
CCOc1cc(C)c(Cl)cc1S(=O)(=O)N(C)C | -3.1 | 0.9 | 0.4 | 3.2 | . | 1528 | -3.2 | 6.6 | 2.0 | 1.8 | 5.2
O=C1C(Cc2c[nH]c3ccccc23)NC(=S)N1C1CCCCC1 (stereo not drawn) | 8.8 | 1 | 19.3 | -0.2 | . | 1496 | -1.3 | 4.0 | -9.7 | -3.2 | 1.2
CCCSc1nc(C)c(C(C)=O)cc1C#N | -5.4 | 0.9 | -6.5 | 0.1 | 0.0553 | 1637 | 1.6 | . | 4.0 | 7.5 | 9.0
CCCOc1ccc(C(O)(CCC)CCN2CCCCC2)cc1 (stereo not drawn) | 23.8 | 0.9 | 49.3 | 0.8 | . | 1449 | 13.4 | . | -0.2 | 2.8 | 11.1
CCN(CC)S(=O)(=O)c1ccc2oc(C(=O)NCCCN3CCOCC3)c(C)c2c1 | -9.1 | 1 | 15.0 | 0.3 | 0.232 | 1646 | 11.6 | . | 6.0 | 6.7 | 4.0
CCOC(=O)N1CCC(NC(=O)c2cc(C(=O)Nc3cccc(C(F)(F)F)c3)ccc2CO)CC1 | 2.2 | 1.1 | -10.7 | -0.4 | -0.646 | 1653 | 5.7 | -6.8 | 8.3 | -0.9 | -10.8
Cc1ccc(CN2CCN(CC(=O)NC(C)c3ccc4c(c3)OCCO4)C2=O)cc1 (stereo not drawn) | -10.3 | 1 | -1.8 | -0.6 | . | 1708 | 14.3 | . | 8.2 | 1.8 | -0.7
COc1ccc(/C=C(\NC(=O)c2ccccc2)C(=O)NCCC(=O)O)cc1 | -1.5 | 1.1 | -4.2 | -1.0 | 0.817 | 1510 | 2.6 | -11.1 | 4.8 | 1.9 | -12.9
Cc1onc(-c2ccccc2)c1C(=O)Nc1ccccc1C#N | -0.7 | 1 | -0.5 | -1.9 | . | 1586 | 0.9 | -47.0 | 8.1 | 1.5 | 4.6
CCCCCOCC1CC(C/C(C)=N/NC(N)=S)C(=O)O1 (stereo not drawn) | -6.1 | 1 | -0.7 | -0.7 | -0.444 | 1575 | -0.7 | -8.2 | 8.9 | 4.3 | 2.7
CCCCNC(=O)CC1N=C2c3ccccc3N=C(SCC(=O)Nc3cccc(C)c3)N2C1=O (stereo not drawn) | 8.1 | 0.9 | 9.5 | -4.2 | -1.25 | 1580 | -4.2 | . | 8.8 | -0.7 | 5.9
CCOC(=O)C1(Cc2ccccc2)CCN(Cc2cccc(OC)c2O)CC1 | 6.2 | 1 | 67.5* | -0.5 | -1.09 | 1637 | 5.5 | 3.3 | 11.7 | 0.9 | 3.6
Cc1ccc2c(c1)C(c1ccccc1)N(C(=O)c1ccc(S(=O)(=O)N3CCOCC3)cc1)CC(=O)N2 (stereo not drawn) | -1.5 | 1 | 56.5* | 0.0 | 0.558 | 1487 | 3.4 | 4.9 | -4.0 | 4.3 | -0.9
O=[N+]([O-])c1ccccc1OCCOCCOc1cccc2cccnc12 | -0.9 | 0.9 | -2.3 | 0.3 | . | 1532 | 2.6 | 16.2 | 1.1 | -4.3 | 13.3
Cc1ccc2c(C)nc(Nc3nc(CSc4nnnn4-c4ccccc4)cc(=O)[nH]3)nc2c1 | 5.7 | 1.4 | -3.7 | -0.9 | . | 1457 | 2.1 | -34.6 | 2.2 | 0.8 | -35.7
Cc1nn(C)cc1CNC(=O)c1cnn2c1NC(c1ccc(Br)cc1)CC2C(F)(F)F (stereo not drawn) | -5.6 | 1 | -2.7 | -1.0 | . | 1406 | 1.5 | -14.6 | 4.9 | 1.4 | -1.4
N#CC(C(=O)Nc1ccc(Cl)c(Cl)c1)=C1Nc2ccccc2N1 | 13.5 | 1 | -0.2 | 0.6 | 0.264 | 1439 | 0.5 | . | 7.7 | -0.2 | 1.2
CSc1ccc(NC(=O)c2cccnc2)cc1C#N | 4.6 | 1.1 | 2.1 | -0.2 | -0.00922 | 1500 | 6.9 | -3.1 | -4.1 | 9.0 | -8.4
C#Cc1ccc([C@H]2C=C(C(=O)N3CCN(Cc4ccc5c(c4)OCO5)CC3)O[C@@H](OCC)[C@@H]2CCCO)cc1 | 0.6 | 1.1 | 12.1 | 2.5 | . | 1422 | 1.5 | -4.0 | 3.3 | 18.2 | -7.2
CCc1ccc(Nc2nnc(SCC(=O)Nc3sccc3C(N)=O)s2)cc1 | 1.8 | 1.1 | 98.1* | 0.5 | . | 1392 | 0.8 | -3.3 | 2.0 | 8.6 | -13.0
Cc1nnc(NC(=O)CSc2nnc(C)n2Cc2ccccc2)s1 | -2.6 | 0.9 | 4.1 | -0.2 | 0.319 | 1329 | 12.8 | . | 13.8 | -2.9 | 5.1
c1ccc2c(N3CCOCC3)nc(-c3ccncc3)nc2c1 | 3.9 | 0.9 | 91.8* | 1.6 | . | 1513 | 3.5 | . | 2.4 | -1.3 | 5.6
O=C(OCc1ccc(Cl)cc1Cl)c1ccncc1 | -2.4 | 0.9 | -3.5 | -3.9 | . | 1636 | -2.1 | . | 1.5 | 3.7 | 14.1
COc1ccc(NC(=O)CN(c2cc(C)cc(C)c2)S(=O)(=O)c2c(C)n[nH]c2C)cc1 | -0.2 | 1.3 | 1.3 | -1.5 | . | 1774 | 2.0 | -9.2 | 12.8 | 2.3 | -33.3

Arranged by the number under TLR4 MyD88 comp (highest first): some entries from above
SMILES | TLR4 MyD88 comp
N#CC(C(=O)Nc1ccc(Cl)c(Cl)c1)=C1Nc2ccccc2N1 | 13.5
CSc1ccc(NC(=O)c2cccnc2)cc1C#N | 4.6
c1ccc2c(N3CCOCC3)nc(-c3ccncc3)nc2c1 | 3.9
C#Cc1ccc([C@H]2C=C(C(=O)N3CCN(Cc4ccc5c(c4)OCO5)CC3)O[C@@H](OCC)[C@@H]2CCCO)cc1 | 0.6

New compounds follow:
molecule | TLR4 MyD88 comp | bIAP act | Lmaj promast | Redox H2O2 prof | ROMK primary | SRC2 TRFRET art | PPARg SRC3 recr | S1P3 antag | PPARg SRC-2 ag | PPARg SRC1 recr | bIAP inhibitor
O=C(Nc1ccccc1N1CCOCC1)c1ccc2nc[nH]c2c1 | 3.3 | 1.1 | -1.8 | 1.0 | 1.1 | 1785 | 1.3 | -5.0 | 6.5 | -2.4 | -11.1
O=C(O)c1cc(C(=O)O)cc(-c2ccc(/C=c3/sc4nc5ccccc5n4c3=O)o2)c1 | -0.6 | 0.9 | -3.3 | -1.6 | -1.24 | 1477 | 3.2 | 3.6 | 6.9 | 4.4 | 12.1
COC(=O)c1ccc(C(=O)OC)c(NC(=S)N2CCN(c3cc(Cl)ccc3C)CC2)c1 | -1.0 | 1 | -0.5 | 0.0 | 0.8 | 1512 | -0.6 | -0.2 | 6.1 | 6.4 | 0.6
C#CCN1C(=O)S/C(=C\c2ccc(N3CCOCC3)cc2C)C1=O | 4.8 | 1 | 0.9 | -0.4 | 0.251 | 1741 | 6.5 | -23.2 | 5.6 | -1.3 | 2.3
CCCCn1c(N)c(NCCC)c(=O)[nH]c1=O | -13.8 | 1.1 | -7.9 | -0.2 | -0.136 | 1523 | -5.7 | 1.7 | 0.6 | -4.5 | -11.6
Cc1cc(/C=N/n2cnnc2)c(C)n1-c1ccc(OCc2ccccc2F)cc1 | -12.3 | 1 | 77.2* | 1.3 | . | 1374 | -5.0 | 67.8* | -0.9 | -0.8 | 0.5

Screening data: PubChem, several laboratories
